High-throughput results (PubChem)
BioA inh = BioA (M. tuberculosis) enzyme inhibition; purified M. tuberculosis BioA enzyme, plate reader; inhibition, % at 9.99 µM; 0.096% of 360,000 active; AID 602481; in the data active = inhibition above about 40%
Mtb FBA inh = inhibits M. tuberculosis FBA enzyme | P9WQA3 | purified M. tuberculosis FBA, fluorescence read-out | inhibition, % at 1 µM | 2.3% of 360,000 active; in the data active = inhibition above about 27%;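 note: 0% = vehicle and 100% = reference inhibitor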
Target sequence (P9WQA3 whole entry, looked up): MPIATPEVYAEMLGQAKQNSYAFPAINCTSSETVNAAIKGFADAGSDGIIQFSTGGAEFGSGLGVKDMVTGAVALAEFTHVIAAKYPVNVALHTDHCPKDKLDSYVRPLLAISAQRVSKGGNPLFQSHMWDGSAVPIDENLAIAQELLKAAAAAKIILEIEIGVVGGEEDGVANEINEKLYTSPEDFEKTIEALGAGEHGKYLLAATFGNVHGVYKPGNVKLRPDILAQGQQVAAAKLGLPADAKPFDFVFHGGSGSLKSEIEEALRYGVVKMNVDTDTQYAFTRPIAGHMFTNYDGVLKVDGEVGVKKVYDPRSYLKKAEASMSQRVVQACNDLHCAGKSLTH
Vc quorum ag = inducers of Vibrio cholerae quorum light production without autoinducers. 0.16% of 350,000 active. AID 588436. V. cholerae BH1578 lux reporter, luminescence, 6 h. activation, % at 18.7 µM; in the data active = activation mostly above about 9.7%, no sharp cut-off; note: not every result past the cut was called active; inactives centre near 0; reference of the scale not given here
SSB-PriA inh = blocks PriA binding to SSB C-terminal tail; AlphaScreen SSBct-PriA binding, biotinylated peptide; 0.6% of 430,000 active; AID 1272365; inhibition, % at 33 µM; in the data active = inhibition mostly above about 37%, no sharp cut-off; inactive = mostly below about 20%;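 note: plate controls were negative control peptide for no effect and reference peptide for full effect; strong numbers were not always called active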
SARS 3CLpro inh = SARS-CoV 3CLpro protease inhibition | 0.14% of 290,000 active | recombinant SARS-CoV 3CLpro, quenched FRET peptide cleavage | inhibition, % at 6 µM | AID 1706 | P0C6X7; in the data active = inhibition above about 12%
VHR inh abs = blocks human VHR1 dual specificity phosphatase | P51452 | recombinant VHR phosphatase, pNPP absorbance | inhibition, % at 13.3 µM | 0.52% of 290,000 active | AID 1654; in the data active = inhibition above about 50%; note: some compounds called inactive have numbers as strong as hits
Target sequence (P51452 whole entry, looked up): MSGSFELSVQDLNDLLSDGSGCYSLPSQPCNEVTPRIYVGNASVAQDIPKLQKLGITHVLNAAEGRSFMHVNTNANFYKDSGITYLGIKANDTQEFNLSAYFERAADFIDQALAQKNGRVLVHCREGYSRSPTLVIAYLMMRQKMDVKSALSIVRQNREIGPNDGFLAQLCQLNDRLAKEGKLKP
UGM FP inh = inhibitors of M. tuberculosis UDP-galactopyranose mutase | P9WIQ1 | purified UGM, fluorescence polarization probe displacement | inhibition, % at 10 µM | 0.06% of 320,000 active | AID 504406; in the data active = inhibition above about 10%, passing the limit was not always enough
Target sequence (P9WIQ1 whole entry, looked up): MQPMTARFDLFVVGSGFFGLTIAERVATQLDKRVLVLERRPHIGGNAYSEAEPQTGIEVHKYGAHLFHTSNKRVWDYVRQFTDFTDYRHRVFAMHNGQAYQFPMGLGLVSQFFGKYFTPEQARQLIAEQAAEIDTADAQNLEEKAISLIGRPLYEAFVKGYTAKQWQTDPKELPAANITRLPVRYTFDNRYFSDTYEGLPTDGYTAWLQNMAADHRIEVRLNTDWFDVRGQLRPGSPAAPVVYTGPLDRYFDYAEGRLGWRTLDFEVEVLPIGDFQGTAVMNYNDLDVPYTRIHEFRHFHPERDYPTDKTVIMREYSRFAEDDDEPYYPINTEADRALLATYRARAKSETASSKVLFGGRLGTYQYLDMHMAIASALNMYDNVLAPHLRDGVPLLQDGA
GDH-TPI inh = inhibits GDH-TPI coupling enzymes, artifact for Mtb FBA screen | GDH-TPI coupled enzyme counterscreen, NADH absorbance | inhibition, % at 4.8 µM | 1.2% of 360,000 active | AID 588335; in the data active = inhibition above about 30%;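 note: 0% = DMSO wells and 100% = wells lacking the enzyme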
MazF activator = activators of E. coli MazEF toxin-antitoxin RNase; AID 504720; activation, % at 20 µM; P0AE70; 0.32% of 350,000 active; FAM/BHQ RNA-DNA oligo cleavage fluorescence, 5 h; in the data active = activation above about 50%
Target sequence (P0AE70 whole entry, looked up): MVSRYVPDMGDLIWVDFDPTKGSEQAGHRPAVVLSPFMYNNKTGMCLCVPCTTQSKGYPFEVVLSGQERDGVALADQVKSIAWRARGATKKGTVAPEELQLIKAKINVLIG
Rv3671c protease = Rv3671c (M. tuberculosis) protease inhibition; P9WHR9; inhibition, % at 5.96 µM; 0.048% of 320,000 active; AID 2606; in the data active = inhibition above about 38%;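 note: extracellular domain of Rv3671c used as enzyme; 0% = enzyme with DMSO and 100% = no enzyme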
* = called active by the depositor; i = inactive; . = no result given; & = joins results of further samples.

Structure | BioA inh | Mtb FBA inh | Vc quorum ag | SSB-PriA inh | SARS 3CLpro inh | VHR inh abs | UGM FP inh | GDH-TPI inh | MazF activator | Rv3671c protease
CS(=O)(=O)N(CC(=O)N1CCc2ccccc2C1)c1ccc(Br)cc1 | 0.7 | 1 | -1.3 | -11 | . | . | 4.0 | -4 | -2 | 8
Cc1ccc(CNC(=O)c2cncc(Br)c2)cc1 | . | 3 | i | -5 | 3 | 13 | -0.7 | -1 | 6 | 6
COC(=O)c1c(N2C(=O)[C@H]3[C@@H](C2=O)[C@]2(C(=O)Nc4c2ccc(C)c4C)N2CCC[C@@H]32)sc(C)c1C | . | 0 | -0.7 | 20 | 1 | 23 | 0.0 | 0 | -6 | -7
c1ccc(-n2ncc3c(N4CCN(c5ccccn5)CC4)nc(N4CCCCCC4)nc32)cc1 | 0.1 | -1 | -0.2 | -7 | -6 | 0 | 0.2 | -6 | -8 | -3
OCCNc1nc(N2CCCC2)nc(N2CCCC2)n1 | 1.0 | 3 | i | 3 | -3 | 9 | 3.9 | 4 | 4 | -6
CC(C)=CCN1CCN(Cc2ccc3nsnc3c2)CC1CCO (configuration not stated) | . | 2 | i | 3 | 2 | 17 | -0.5 | 0 | -2 | -1
CC(C)(C)NC(=O)COC(=O)c1ccc2c(c1)C(=O)N(Cc1ccco1)C2=O | -1.0 | 1 | -0.6 | -9 | -1 | 22 | 1.1 | 14 | 3 | -4
CC(C)c1ccc(NC(=S)NNc2ccc(Cl)c(C(=O)O)c2)cc1 | -0.2 | 1 | -0.1 | -10 | 0 | 1 | 2.1 | 0 | 2 | 4
CN(C(=O)COc1ccc(Cl)cc1Br)C1CCCCC1 | 1.9 | 1 | -0.7 | -30 | -1 | 27 | 1.5 | 4 | -1 | 3
CSC(=NC#N)N1CCN(c2ccc(Cl)cc2)CC1 | 2.5 | 0 | -0.2 | 0 | -3 | 41 | 0.0 | 0 | 7 | 2
COc1ccccc1N1N=C(c2cccs2)CC1c1ccccc1 (configuration not stated) | 0.9 | 39* | -0.4 | -123 | -4 | 2 | 2.6 | 7 | -10 | -4
Cc1nc2ccc(NC(=O)c3cc(S(=O)(=O)N(C)c4ccccc4)ccc3Cl)cc2s1 | . | 2 | 2.1 | 3 | 0 | -10 | 0.4 | 0 | 2 | -33
COc1ccc(C(CNC(=O)c2cccc(S(=O)(=O)N(C)c3ccccc3)c2)N2CCCC2)cc1 (configuration not stated) | -5.1 | 1 | i | 5 | . | . | -1.4 | 1 | -27 | -3
CC(=O)N(C)c1ccc(C(O)(C(F)(F)F)C(F)(F)F)cc1 | . | 2 | i | -16 | 0 | 3 | 0.1 | 1 | 3 | -6
CCOc1ccc(NC(=O)CN(C)C(=O)c2ccc(N3CCCCCC3)c([N+](=O)[O-])c2)cc1OCC | . | -2 | 0.3 | 19 | . | . | -1.3 | 3 | 4 | -1
O=C(C1CCCO1)N1CCN(C(=S)Nc2ccccc2)CC1 (configuration not stated) | . | 1 | -0.3 | -10 | 2 | 3 | -1.4 | -3 | 0 | -4
O=C(O)C1(c2ccccc2)CCN(S(=O)(=O)c2ccccc2)CC1 | -0.8 | -1 | 0.1 | -19 | 4 | -15 | 0.4 | 6 | -4 | 1
CCCOc1ccc(CNC(=O)C2CCN(C(=O)N3CCOc4ccccc43)CC2)cc1 | -1.2 | 0 | 0.1 | -2 | -5 | 33 | -3.2 | 4 | 7 | 5
CCC(=O)N1CCN(c2nc(-c3ccc(Cl)cc3)cs2)CC1 | -1.1 | 12 | i | -14 | 5 | 9 | -2.1 | 1 | -2 | -1
CC(C)Oc1cccc(NC(=O)C2(C)CCN2C(=O)C(C)C)c1 (configuration not stated) | 0.0 | -1 | i | . | . | . | . | -9 | . | .

Some of the entries so far, as labelled records:
> CS(=O)(=O)N(CC(=O)N1CCc2ccccc2C1)c1ccc(Br)cc1
  BioA inh: 0.7 | Mtb FBA inh: 1 | Vc quorum ag: -1.3 | SSB-PriA inh: -11 | SARS 3CLpro inh: . | VHR inh abs: . | UGM FP inh: 4.0 | GDH-TPI inh: -4 | MazF activator: -2 | Rv3671c protease: 8
> OCCNc1nc(N2CCCC2)nc(N2CCCC2)n1
  BioA inh: 1.0 | Mtb FBA inh: 3 | Vc quorum ag: i | SSB-PriA inh: 3 | SARS 3CLpro inh: -3 | VHR inh abs: 9 | UGM FP inh: 3.9 | GDH-TPI inh: 4 | MazF activator: 4 | Rv3671c protease: -6
> CC(C)Oc1cccc(NC(=O)C2(C)CCN2C(=O)C(C)C)c1 (configuration not stated)
  BioA inh: 0.0 | Mtb FBA inh: -1 | Vc quorum ag: i | SSB-PriA inh: . | SARS 3CLpro inh: . | VHR inh abs: . | UGM FP inh: . | GDH-TPI inh: -9 | MazF activator: . | Rv3671c protease: .

(continued)
Structure | BioA inh | Mtb FBA inh | Vc quorum ag | SSB-PriA inh | SARS 3CLpro inh | VHR inh abs | UGM FP inh | GDH-TPI inh | MazF activator | Rv3671c protease
CCn1c(SCC(=O)N2CCOCC2)nnc1-c1ccco1 | -1.2 | 3 | -0.6 | 2 | -1 | 47 | -0.7 | 1 | 13 | 0
CC[C@]12c3[nH]c4ccc(Cl)cc4c3CCN1C(=O)[C@@H](CC(=O)NCCN1CCOCC1)C[C@@H]2C(=O)N1CCN(C(=O)c2ccco2)CC1 | 0.2 | -2 | -1.9 | -1 | . | . | . | 1 | 6 | .
C=CCn1c(-c2cccc(OC)c2)nc2nc3ccccc3nc21 | 0.9 | 3 | -0.4 | -19 | 1 | 19 | -2.3 | 54* | -4 | -3
CCOc1ccccc1NC(=O)N1CCCC1C(=O)Nc1nnc(CC)s1 (configuration not stated) | -0.7 | 4 | 8.3 | 4 | -1 | 10 | 0.8 | 11 | -5 | -4
CCOc1ccc2nc(NC(=O)C3CCCN(S(=O)(=O)c4cccc5nonc45)C3)sc2c1 (configuration not stated) | -2.4 | 3 | -2.0 | 32 | 2 | 27 | -2.1 | 7 | 4 | -35
OCCN1CCN(CCO)C1=S | 2.9 | 0 | -0.8 | -1 | . | . | . | 3 | -1 | .
COc1cccc(NC2=NCC(=O)N2Cc2cccs2)c1 | 0.0 | 0 | -0.7 | 1 | -2 | -12 | -2.1 | -4 | -2 | -1
COc1ccc(N(C(C)C(=O)NCc2ccco2)S(C)(=O)=O)cc1 (configuration not stated) | 0.7 | -12 | i | -10 | 5 | 25 | 2.5 | -9 | 7 | 4
CCn1c(SCC(=O)NC2CCCCC2)nc2c(c1=O)SC(C)C2 (configuration not stated) | . | -1 | i | 1 | 0 | 16 | -0.1 | 5 | 3 | 11
CCn1nc(NC(=O)c2ccccn2)c2cc3cccc(C)c3nc21 | -1.7 | 4 | 0.8 | -33 | -2 | 23 | 1.1 | -12 | 2 | 8
CCOc1cc(CNCCc2ccccc2F)ccc1OC | -0.2 | -1 | 0.8 | -24 | 1 | 21 | -0.8 | -8 | 6 | 7
COc1ccc(/C=N/NC(=O)CC(=O)N/N=C/c2ccc(OC)cc2)cc1 | -0.3 | 0 | 0.1 | . | 4 | 15 | -1.9 | 10 | 6 | -7
COc1ccc(Cn2c(/C=C/c3ccccc3)nc3ccccc32)cc1 | 2.7 | 48* | i | -67 | 2 | 29 | 0.0 | 15 | 3 | -8
COc1ccc(C(C)=O)cc1CC(C(=O)c1ccc(C)c(C)c1)N(C)C (configuration not stated) | 2.4 | 1 | -0.7 | 2 | 1 | -8 | -2.8 | 8 | 5 | 1
O=C(COC(=O)CCc1ccccc1)NCc1ccc2c(c1)OCO2 | 8.1 | -2 | i | -1 | . | . | -1.0 | 7 | 7 | 1
CC(C)NC(=O)CC1C(=O)N(Cc2ccccc2)C(C)c2nc3ccccc3n21 (configuration not stated) | 1.5 | -1 | -0.4 | -22 | 5 | 25 | -4.3 | 6 | 1 | 1
Oc1ccccc1CN1CCCC(N2CCN(c3cccc(C(F)(F)F)c3)CC2)C1 (configuration not stated) | 0.7 | 1 | -0.7 | -2 | 1 | 18 | -0.7 | -6 | 2 | -4
N#Cc1c(SCC(=O)N2CCCCC2)nsc1SCC(=O)N1CCCCC1 | -0.3 | 4 | . | -10 | 0 | 0 | 1.3 | -2 | 2 | -7
O=C(N/N=C/c1ccc2c(c1)OCO2)C(=O)Nc1ccccc1 | -2.3 | 3 | -0.3 | i | -2 | 26 | . | 10 | -28 | 4
COc1ccc(OC)c(S(=O)(=O)N(C)CC(=O)N2CCc3ccccc3C2)c1 | 5.7 | 2 | -5.0 | -11 | -4 | 5 | -1.0 | 5 | 3 | -8
Cc1ccc(CNC(=O)CSc2nc(C)cc(C)c2C#N)cc1 | 0.9 | 4 | -0.6 | 15 | -5 | 6 | 0.8 | 9 | -3 | -11
N#CCCn1c2ccccc2c2nc3ccccc3nc21 | -0.5 | 1 | i | -4 | -1 | 36 | 3.6 | 27 | 4 | -1
O=C(c1cc(Cl)ccc1F)N1CCCC(Nc2ccc3c(c2)OCCO3)C1 (configuration not stated) | 0.9 | -1 | -0.6 | 8 | -7 | 24 | 1.4 | -9 | 0 | 7
CCOc1cccc(C2/C(=C(/O)c3ccc4c(c3)CC(C)O4)C(=O)C(=O)N2Cc2ccncc2)c1 (configuration not stated) | . | 1 | i | . | -1 | -25 | 1.6 | 14 | -7 | 6
COc1ccccc1-c1n[nH]c(=S)n1Cc1ccco1 | . | . | . | . | 6 | -10 | 0.2 | . | . | -4
C/C(=N\NC(=O)c1nnn(-c2nonc2N)c1CSc1ccccc1)c1ccco1 | -3.2 | 3 | -0.2 | . | -1 | -20 | -2.0 | 17 | -17 | 1
COC(=O)c1ccc(C(=O)OC)c(NC(=O)CSc2nnc(-c3ccccc3Cl)o2)c1 | -0.6 | -1 | -0.1 | 5 | -5 | . | -1.1 | 16 | -24 | -1
O=C(O)CNC(=O)/C(=C/c1cccc([N+](=O)[O-])c1)NC(=O)c1ccco1 | 0.9 | 1 | -0.6 | 8 | -2 | 4 | 0.8 | 14 | 0 | -13
CCc1ccc(S(=O)(=O)Nc2cccc(-c3ccc4nnc(C)n4n3)c2)s1 | -0.7 | -2 | 0.8 | -12&-5 | . | . | 0.9 | -3 | 5 | -16
CCc1ccccc1N(CC(=O)N1CCCCCC1)S(C)(=O)=O | -0.5 | -1 | i | -5 | 5 | 18 | -1.5 | 3 | 8 | -2
COc1cc(C)c(C(C)C)cc1S(=O)(=O)NCCCn1ccnc1 | -1.4 | 2 | i | 4 | -3 | -6 | 0.4 | -1 | 6 | -3
O=C(OCCCN1CCCC1)C1(c2ccccc2)CCCC1 | 0.6 | 1 | i | 2 | 2 | -1 | -0.6 | -1 | 7 | 1
C=CCn1c(-c2ccccc2[N+](=O)[O-])n[nH]c1=S | . | -1 | -0.5 | -8 | 5 | -2 | 0.9 | 5 | -3 | 3
CC1CCCN(S(=O)(=O)c2cc(Cl)ccc2Cl)C1 (configuration not stated) | 0.1 | 1 | 1.0 | -63 | -4 | 8 | 1.6 | -9 | -8 | 3
COc1ccccc1N1CCN(Cc2cc(=O)c(OCC#N)co2)CC1 | -1.0 | 1 | -0.3 | 1 | -5 | 31 | 1.1 | -5 | 13 | 0
COCC(C)NC(=O)c1ccccc1OC(C)=O (configuration not stated) | -0.5 | 35* | i | -23 | -1 | -1 | 2.5 | 10 | 2 | -6
O=C(COC(=O)c1cc(Br)ccc1Cl)NC1CC1 | . | -2 | -0.3 | -17 | 0 | 6 | . | 0 | 5 | .
CCn1c(SCc2cccc(C(=O)O)c2)nnc1-c1ccccc1 | -1.4 | 4 | . | 0 | 3 | 2 | 0.6 | 11 | 2 | 8
COC(=O)C1=C(c2cccc(OCc3ccccc3)c2)C[C@@H]2CC[C@H]1N2C(=O)NCCCOC(C)C | 0.7 | 0 | -1.0 | -6 | . | . | -0.6 | 7 | -1 | -3
O=C(NCc1ccc2c(c1)OCO2)Nc1ccc(F)cc1 | -4.3 | 2 | -0.1 | -10 | -1 | -2 | -0.3 | 2 | -14 | -2
N#CCCN(C(=O)Nc1ccc(Cl)c(Cl)c1)c1ccccc1 | . | -2 | -3.4 | -12 | 0 | -8 | -2.7 | 2 | -7 | -12
COC(=O)c1sccc1NC(=O)Nc1cc(OC)ccc1OC | 2.2 | 2 | i | 7 | -2 | 14 | -0.5 | -7 | -3 | .

An excerpt. The share of hits here may be higher or lower than overall.
